CXCR6 inh – CXCR6 receptor inhibitors, primary screen, cell-based, beta-arrestin, luminescence, CHO-K1 PathHunter, 1536-well; AID 602244, 2012; 360,000 compounds, 0.36% hits; C-X-C chemokine receptor type 6 (Homo sapiens), O00574; inhibition, % at 20 µM; in the data active means inhibition above about 34%, passing the limit was not always enough;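 further: antagonist mode with CXCL16 agonist at 10 nM final; 0% = 10 nM CXCL16 with DMSO and 100% = unstimulated wells without agonist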
CCR6 antag – CCR6 receptor antagonists, primary screen, cell-based, CHO-K1, luminescence, beta-arrestin, uHTS; C-C chemokine receptor type 6 (Homo sapiens), P51684; CHO-K1 CCR6 PathHunter beta-arrestin, CCL20-stimulated; inhibition, % at 20 µM; 340,000 compounds, 0.49% hits;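 active means compounds whose inhibition of the agonist-driven luminescence signal at 20 µM reaches about 50%, limit read from the data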;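 further: cells stimulated with CCL20 at 14 nM final; plate controls were DMSO with CCL20 for no effect and DMSO without agonist for full effect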
Target sequence (P51684 whole entry, looked up): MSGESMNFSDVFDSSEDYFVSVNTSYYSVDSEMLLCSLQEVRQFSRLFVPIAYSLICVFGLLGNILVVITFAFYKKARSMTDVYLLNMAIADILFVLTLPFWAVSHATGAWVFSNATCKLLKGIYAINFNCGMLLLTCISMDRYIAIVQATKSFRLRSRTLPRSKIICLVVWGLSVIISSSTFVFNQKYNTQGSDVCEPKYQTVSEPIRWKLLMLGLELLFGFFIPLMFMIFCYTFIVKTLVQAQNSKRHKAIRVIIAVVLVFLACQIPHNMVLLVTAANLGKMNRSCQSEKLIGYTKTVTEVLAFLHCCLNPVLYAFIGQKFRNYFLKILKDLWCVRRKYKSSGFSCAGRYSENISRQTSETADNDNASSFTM
APJ agonist – agonists of human apelin receptor APJ, primary screen, CHO-K1 cells, PathHunter beta-arrestin, luminescence. 330,000 compounds, 0.11% hits. P35414. 0% DMSO wells, 100% apelin. activation, % at 20 µM. AID 2520, 2010;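 active means activation more than six SD over the plate average, tested at 20 µM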;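 further: 0% = DMSO alone and 100% = apelin-13 at 10 nM; some results filed as inactive read as strong as hits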
Target sequence (P35414 whole entry, looked up): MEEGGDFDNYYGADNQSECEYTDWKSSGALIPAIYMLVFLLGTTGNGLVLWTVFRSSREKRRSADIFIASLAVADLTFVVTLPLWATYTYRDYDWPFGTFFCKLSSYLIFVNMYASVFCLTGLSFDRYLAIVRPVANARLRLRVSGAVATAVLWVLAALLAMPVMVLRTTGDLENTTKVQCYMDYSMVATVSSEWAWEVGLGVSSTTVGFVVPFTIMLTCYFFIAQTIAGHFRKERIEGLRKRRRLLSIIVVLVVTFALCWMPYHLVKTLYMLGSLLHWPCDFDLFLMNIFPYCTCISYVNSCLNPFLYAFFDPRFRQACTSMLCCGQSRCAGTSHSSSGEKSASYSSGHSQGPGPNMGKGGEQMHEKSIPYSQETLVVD
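Test system – PathHunter CHO-K1 APJ (AGTRL-1) beta-arrestin reporter cells · Input – 1000 cells/well · Compound – single test compound dose, 20 µM final, 1% DMSO · Times – compound stimulation 90 min at 25 °C, detection 60 min · Technique – beta-gal luminescence · Read-out basis – APJ–arrestin association signal · Control set – negative DMSO alone, positive Apelin-13 at 10 nM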
UPR XBP1 act – activators of adaptive XBP1 UPR arm, primary screen, cell-based, CHO-XBP1 luciferase reporter, luminescence, uHTS; IRE1-XBP1 UPR activation; percent of tunicamycin response, DMSO as zero; activation, % at 20 µM; 330,000 compounds, 0.33% hits; AID 463104, 2010;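 active means versus positive control, 20 µM dose yields 30% or more activation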;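 further: 100% = tunicamycin at 10 µg/mL and 0% = DMSO only wells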
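incubation = overnight seeding at 37 °C, 6 h compound treatment at 37 °C | assay system = CHO-XBP1 cells stably carrying IRE1-XBP1-driven luciferase reporter | input = 1000 cells per well | detection = luciferase luminescence | dosing = single point, 20 µM final compound, 1% DMSO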
CHOP UPR activ – activators of apoptotic CHOP UPR arm, primary screen, cell-based, CHO-CHOP luciferase reporter, luminescence, uHTS | UPR activation; percent of tunicamycin response over DMSO baseline | activation, % at 10 µM | 330,000 compounds, 0.34% hits;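 active means at 10 µM dose, activation of 40% or more, normalized to positive control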;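 further: 100% = tunicamycin at 10 µg/mL and 0% = DMSO alone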
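Dosing – one dose, 10 µM in 0.5% DMSO · System – CHO-CHOP cells, stable luciferase reporter of PERK-eIF2a-CHOP signalling · Input – 500 cells/well · Control set – tunicamycin 10 µg/mL final as positive, DMSO-only wells as negative · Timing – 6 h compound treatment, 37 °C · Measure – % activation vs tunicamycin · Technique – luminescence read with Steady-Glo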
Mdm2-MdmX inh – inhibitors of human Mdm2-MdmX association, primary screen, cell-based, luminescence, split luciferase, SaOS-2, uHTS; SaOS-2 split-luciferase Mdm2/MdmX complementation; inhibition, % at 8 µM; 330,000 compounds, 3% hits;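 active means inhibition of at least 50% at 8 µM in the primary screen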
tim23-1 inh – growth inhibitors of tim23-1 mutant yeast, primary screen, luminescence, uHTS. 330,000 compounds, 1.3% hits. S. cerevisiae tim23-1 growth, BacTiter-Glo luminescence, 24 h. inhibition, % at 20 µM. AID 463212, 2010;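 active means growth inhibition of the mutant yeast at or above 50%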;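 further: temperature-sensitive mutant grown at 25 °C; plate controls were DMSO-treated mutant yeast for no effect and medium wells lacking yeast for full effect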
APJ antagonist – antagonists of human apelin receptor APJ, primary screen, CHO-K1 cells, beta-arrestin complementation, luminescence | 330,000 compounds, 0.32% hits | inhibition, % at 20 µM | AID 2521, 2010 | P35414;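 active means inhibition above about 40% at 20 µM, limit read from the data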;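 further: cells challenged with 10 nM apelin-13 agonist together with compound; plate controls were apelin-13 plus DMSO wells for no effect and DMSO wells lacking apelin-13 for full effect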
EBI2 block – EBI2 receptor antagonists, beta-arrestin recruitment, primary screen, cell-based, luminescence, 7a,25-OHC stimulation, uHTS | 360,000 compounds, 0.81% hits | AID 651636, 2012 | inhibition, % at 5 µM | G-protein coupled receptor 183 (Homo sapiens), P32249 | 7a,25-OHC stimulated; in the data active means inhibition above about 38%;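 further: enzyme fragment complementation signal reports receptor beta-arrestin coupling in cells; 0% = agonist plus DMSO wells and 100% = wells without agonist; some results beyond the cut were filed as inactive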
Target sequence (P32249 whole entry, looked up, the tested form may be a part): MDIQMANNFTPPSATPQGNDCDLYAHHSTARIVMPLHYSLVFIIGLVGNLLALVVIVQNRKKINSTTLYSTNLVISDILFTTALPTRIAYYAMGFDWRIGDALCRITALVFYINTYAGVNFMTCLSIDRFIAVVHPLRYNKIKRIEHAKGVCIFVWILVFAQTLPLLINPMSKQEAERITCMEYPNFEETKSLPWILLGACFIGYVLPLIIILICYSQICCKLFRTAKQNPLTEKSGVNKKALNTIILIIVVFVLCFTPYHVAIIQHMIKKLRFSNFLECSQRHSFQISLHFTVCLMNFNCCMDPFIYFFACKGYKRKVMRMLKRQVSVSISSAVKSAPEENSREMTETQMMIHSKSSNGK
Starred values were filed as active, the others as inactive. An excerpt; count on the stated rates, not on these rows.

Fields: CXCR6 inh | CCR6 antag | APJ agonist | UPR XBP1 act | CHOP UPR activ | Mdm2-MdmX inh | tim23-1 inh | APJ antagonist | EBI2 block
O=C(CC(c1ccccc1)c1cc(Br)ccc1O)NCc1ccco1 (stereo unspecified)
 : -7 | 24 | 1 | -2 | 0.5 | -6 | 33 | 14 | 3
COc1ccccc1C1NC(=O)NC(C)=C1C(=O)OC1CCCCC1 (stereo unspecified)
 : -5 | 9 | -2 | -2 | -1.6 | -3 | 4 | -10 | -1
Cc1ccc(NC(=O)Cn2ncc3ccccc32)c(Cl)c1
 : -12 | 10 | 2 | -4 | 3.4 | -7 | 0 | -6 | -1
COC(=O)c1c(NC(=O)C2(C)Cc3ccccc3C(=O)O2)sc2c1CCCC2 (stereo unspecified)
 : 1 | -3 | 3 | 1 | -0.2 | 19 | 20 | -11 | 11
COc1nccnc1NS(=O)(=O)c1ccc(NCc2ccccc2O)cc1
 : 3 | 12 | 0 | -1 | 1.1 | 33 | -2 | 2 | -4
COc1ccc(C(CC(=O)NCc2ccccc2)Sc2n[nH]c(-c3ccc(Cl)cc3)n2)cc1 (stereo unspecified)
 : 12 | 8 | -2 | 14 | 4.7 | 25 | -17 | -19 | 19
CCCCN(C(=O)c1cc2c(s1)CCC2)c1c(N)n(CCC)c(=O)[nH]c1=O
 : -2 | -4 | 7 | 0 | -1.1 | 2 | 22 | 9 | 4
CN(C)/C=N/C(=S)Nc1ccc(Cl)cc1
 : 12 | -14 | -3 | 0 | 4.3 | 4 | 3 | 15 | -5
CC(=O)c1ccc(S(=O)(=O)NCCCC(=O)N(C)Cc2ccc3c(c2)OCO3)cc1
 : -1 | 4 | -3 | -2 | -1.5 | 20 | -5 | -5 | -5
COc1cc([N+](=O)[O-])ccc1NC(=O)COC(=O)C=C(C)C
 : -4 | 11 | 0 | -1 | 0.6 | 6 | 3 | -5 | 2
CC(C)CC(=O)c1c[nH]c(C(=O)N2CCN(Cc3ccccc3)CC2)c1
 : -4 | -7 | -5 | -2 | -2.2 | 6 | 8 | 6 | 3
Oc1[nH]c2ccc(Br)cc2c1N=Nc1nn[nH]n1
 : 10 | 11 | -5 | -2 | -0.3 | 14 | -3 | 19 | 2
Cc1cc(C)cc(N(C(=O)c2csnn2)C(C(=O)NC2CCCC2)c2ccccn2)c1 (stereo unspecified)
 : 3 | -1 | -5 | -3 | 0.6 | 15 | 14 | 13 | 2
CCn1c(SCC(=O)Nc2nccs2)nnc1-c1ccccn1
 : -9 | -9 | -2 | 0 | -0.2 | 4 | 8 | -53 | -5
COc1nc(N=C(N)N)nc2c(C)cccc12
 : 3 | -3 | -1 | 0 | 0.6 | 23 | -7 | -16 | -4
O=C(Nc1ccc(S(=O)(=O)Nc2ccccn2)cc1)C(F)(F)F
 : 1 | 1 | -4 | -2 | -2.4 | 2 | 1 | 6 | -4
COc1ccc(Cl)cc1NC(=O)CN(C)C(=O)c1cc(=O)c2ccccc2o1
 : -1 | 9 | -5 | -3 | 0.6 | 1 | 24 | 19 | 10
O=C(C1CCCN1S(=O)(=O)c1ccc(Br)cc1)N1CCOCC1 (stereo unspecified)
 : -9 | 13 | -1 | -2 | 0.0 | 1 | 1 | -6 | -3
CS(=O)(=O)c1ccc(Cl)c(NC(=O)CSc2nncn2-c2ccccc2)c1
 : -8 | -10 | -1 | 0 | -3.0 | 19 | 12 | 8 | -2
Cc1ccsc1C(=O)NCCc1ccco1
 : 5 | 8 | -1 | -1 | 0.3 | -8 | -13 | 6 | 2
COc1ccc(CCNC(=O)CSc2ccc(-c3ccncc3)nn2)cc1
 : 1 | 4 | -2 | -1 | 1.1 | 15 | 5 | 0 | -13
COc1cccc(-n2c(C)cc(/C=C3/C(=N)N4C(=NC3=O)SN=C4S(C)(=O)=O)c2C)c1
 : 8 | 12 | -3 | -4 | -0.4 | -19 | 22 | 3 | 4
COc1ccc(C(=O)N/N=C/c2cn[nH]c2-c2ccc(OC)cc2OC)cc1
 : -1 | 14 | -1 | -2 | -0.5 | -5 | 8 | -11 | -7
Cc1ccc(C(=O)NCC(=O)OCC(=O)Nc2ccccc2C#N)s1
 : -3 | -3 | -1 | -3 | -1.7 | 21 | -2 | 1 | -8
Cc1c(C)n(Cc2ccccc2)c2ccc(C(=O)O)cc12
 : 11 | 12 | -2 | -6 | -0.2 | 13 | 14 | 7 | 3
O=C(NCC1CCCO1)NC1(C(F)(F)F)Oc2ccccc2O1 (stereo unspecified)
 : 2 | 11 | 8 | 0 | -0.5 | 18 | 17 | -13 | -1
CN1CCN(C(CNC(=O)Nc2ccc(Cl)cc2)c2ccc(F)cc2)CC1 (stereo unspecified)
 : -3 | 16 | 2 | -2 | 0.4 | 0 | -9 | 4 | -4
Fc1ccccc1COc1ccc(Br)cc1CNCc1cccnc1
 : -11 | 20 | -2 | 1 | 0.1 | -9 | 14 | -9 | -5
CC(=O)c1cn(N(C)c2ncc(C(F)(F)F)cc2Cl)c(=O)[nH]c1=O
 : 5 | -17 | -2 | -4 | -0.4 | 1 | 10 | 6 | -12
CCCn1c(SCC(=O)Nc2sc(C)c(C)c2C(=O)OCC)nc2c1c(=O)n(C)c(=O)n2C
 : -1 | 9 | -2 | -3 | 0.3 | 17 | -2 | -12 | 10
COc1ccc(NC(=O)/C=C/c2ccc(S(=O)(=O)N3CCOCC3)cc2)cc1
 : 4 | 5 | -2 | -2 | -1.5 | 44 | 4 | -17 | 1
Cc1ccc2c(c1)NC(c1cccs1)C1=C(CC(C)(C)CC1=O)N2 (stereo unspecified)
 : -15 | -1 | 4 | 0 | 3.7 | 14 | 6 | 6 | 2
CCC(=O)Nc1cccc(-c2nnc(SCC(=O)NCc3ccco3)n2C)c1
 : 5 | 14 | -3 | 1 | -2.1 | 5 | -7 | 11 | 2
CN(C(=O)c1ccc(NC(=O)Cc2ccc(NC(=O)C3CCCN(C(=O)C4CCCC4)C3)cc2)cc1)C1CC1 (stereo unspecified)
 : -8 | -8 | -3 | 0 | 1.4 | 6 | 15 | -2 | 2
Cc1cccc(NC(=S)NC2CCCC2)c1C
 : -6 | 10 | 0 | -3 | -0.1 | 26 | 8 | 6 | -4
C/C(=N\NC(=O)CNc1cccc(C(F)(F)F)c1)c1ccc(Br)cc1
 : -2 | -6 | -2 | 2 | 2.4 | 15 | 12 | -10 | 5
Cc1cc(C)n(-c2ccc(C(=O)O)cc2[N+](=O)[O-])n1
 : 4 | 2 | 0 | -3 | -1.4 | -10 | 11 | -59 | -4
O=C(C1=C[C@@H](c2csc3ccccc23)C[C@@H](OCCCCO)O1)N1CCN(Cc2ccc3c(c2)OCO3)CC1
 : -1 | 21 | 0 | 1 | 1.5 | -22 | 36 | -63 | 18
O=C(NC1CCCCC1)C(c1cccnc1)N(C(=O)CCl)c1ccccc1Cl (stereo unspecified)
 : -4 | 2 | 5 | 0 | 0.3 | 95* | 30 | -10 | -33
COc1ccc(C(=O)Oc2cccnc2)cc1OC
 : -4 | 3 | 2 | 3 | 0.1 | -3 | 1 | -1 | 6

Some of these compounds in order of the EBI2 block value, ascending:
SMILES	CXCR6 inh	CCR6 antag	APJ agonist	Mdm2-MdmX inh	APJ antagonist	EBI2 block
Cc1ccc(C(=O)NCC(=O)OCC(=O)Nc2ccccc2C#N)s1	-3	-3	-1	21	1	-8
Cc1ccc2c(c1)NC(c1cccs1)C1=C(CC(C)(C)CC1=O)N2 (stereo unspecified)	-15	-1	4	14	6	2
COc1cccc(-n2c(C)cc(/C=C3/C(=N)N4C(=NC3=O)SN=C4S(C)(=O)=O)c2C)c1	8	12	-3	-19	3	4

More records.
Fields: CXCR6 inh | CCR6 antag | APJ agonist | UPR XBP1 act | CHOP UPR activ | Mdm2-MdmX inh | tim23-1 inh | APJ antagonist | EBI2 block
COc1ccc(-n2c(O)c(C=NCc3ccccn3)c3ccccc3c2=O)c(OC)c1
 : -1 | 14 | -3 | -2 | -0.5 | 16 | 23 | 3 | -6
COc1ccc(CN2CCN(c3ncccn3)CC2)c(OC)c1
 : 0 | -6 | -3 | 3 | -0.7 | 10 | 0 | 7 | 3
Nc1nc(Cl)cc(Oc2ccc(Cl)cc2)n1
 : -1 | 13 | -3 | 1 | 2.6 | -12 | -3 | -6 | 31
O=C(O)COn1c(-c2ccccc2)nc2ccc(Cl)cc21
 : -10 | 1 | 2 | 0 | 4.6 | -10 | 9 | -1 | -7
CCCC(=O)N(c1ccc(F)cc1)C1C=CS(=O)(=O)C1 (stereo unspecified)
 : 3 | 3 | 1 | -2 | 0.8 | 14 | -12 | 9 | -5
CC1CC(C)CN(S(=O)(=O)CC23CCC(CC2=O)C3(C)C)C1 (stereo unspecified)
 : 16 | 6 | 0 | -3 | 0.0 | -9 | 18 | 19 | -2

Some of the entries so far, as a markdown table:
| Compound | CXCR6 inh | CCR6 antag | APJ agonist | UPR XBP1 act | CHOP UPR activ | Mdm2-MdmX inh | tim23-1 inh | APJ antagonist | EBI2 block |
| --- | --- | --- | --- | --- | --- | --- | --- | --- | --- |
| C/C(=N\NC(=O)CNc1cccc(C(F)(F)F)c1)c1ccc(Br)cc1 | -2 | -6 | -2 | 2 | 2.4 | 15 | 12 | -10 | 5 |
| Cc1cc(C)n(-c2ccc(C(=O)O)cc2[N+](=O)[O-])n1 | 4 | 2 | 0 | -3 | -1.4 | -10 | 11 | -59 | -4 |
| O=C(C1=C[C@@H](c2csc3ccccc23)C[C@@H](OCCCCO)O1)N1CCN(Cc2ccc3c(c2)OCO3)CC1 | -1 | 21 | 0 | 1 | 1.5 | -22 | 36 | -63 | 18 |
| O=C(NC1CCCCC1)C(c1cccnc1)N(C(=O)CCl)c1ccccc1Cl (stereo unspecified) | -4 | 2 | 5 | 0 | 0.3 | 95* | 30 | -10 | -33 |
| COc1ccc(C(=O)Oc2cccnc2)cc1OC | -4 | 3 | 2 | 3 | 0.1 | -3 | 1 | -1 | 6 |
| COc1ccc(-n2c(O)c(C=NCc3ccccn3)c3ccccc3c2=O)c(OC)c1 | -1 | 14 | -3 | -2 | -0.5 | 16 | 23 | 3 | -6 |
| COc1ccc(CN2CCN(c3ncccn3)CC2)c(OC)c1 | 0 | -6 | -3 | 3 | -0.7 | 10 | 0 | 7 | 3 |
| Nc1nc(Cl)cc(Oc2ccc(Cl)cc2)n1 | -1 | 13 | -3 | 1 | 2.6 | -12 | -3 | -6 | 31 |
| O=C(O)COn1c(-c2ccccc2)nc2ccc(Cl)cc21 | -10 | 1 | 2 | 0 | 4.6 | -10 | 9 | -1 | -7 |
